# Screening results as filed in PubChem BioAssay.
# SMARCA2 activ = increases SMARCA2 function in MMTV reporter cells; activation, % at 9.1 µM; 370,000 compounds, 1% hits; MG213 cells, MMTV-luciferase reporter, dexamethasone, overnight; in the data active = activation above about 7.8%;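 also: 0% = vehicle wells and 100% = reference activator wells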
# NPR1 activator = GC-A (human) enzyme activation; HEK293 GC-A cells, cGMP TR-FRET, EC30 ANP; 0% at EC30 ANP, 100% saturating ANP; activation, % at 10 µM; 370,000 compounds, 0.14% hits; AID 1671463; in the data active = activation above about 40%
# hcDAF-12 act = activators of H. contortus DAF-12 nuclear receptor | 370,000 compounds, 1.4% hits | AID 652067 | activation, % at 6.8 µM | HEK293 hcDAF-12 lit1-tk-luc reporter, luminescence; 0% DMSO, 100% Δ7-dafachronic acid;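 active = activation above the mean of all tested compounds plus 3 SD, cut at about 5.5% in these data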;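 also: 100% = response to 3 µM Δ7-dafachronic acid high control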
# DAX1 inh-1 = DAX1 (NR0B1) inhibition, primary screen | 370,000 compounds, 1.1% hits | inhibition, % at 6.8 µM | HEK293T StAR-luciferase reporter, SF-1/DAX-1 repression relief | AID 652010;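 active = inhibition above the mean over all tested compounds plus 3 SD, cut at about 3.6% in these data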;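 also: 0% = DAX-1 cells with DMSO and 100% = cells lacking DAX-1 with DMSO; higher inhibition means more luminescence from relief of DAX-1 repression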
# ADAM10 inh = ADAM10 inhibition, QFRET primary screen; O14672; recombinant ADAM10, EDANS/DABCYL FRET peptide cleavage, 3 h; inhibition, % at 7 µM; 370,000 compounds, 0.62% hits;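 active = inhibition above a per-campaign cutoff equal to the mean of compounds falling between control-based bounds plus 3 SD, cut at about 20% in these data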;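 also: 0% = DMSO wells while the 100% control is not disclosed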
# GAA850 FXN act = frataxin GAA850 promoter activation | HEK293 lucGAA850 FXN promoter luciferase reporter, 24 h; percent of 10 µM SAHA response | activation, % at 6 µM | 360,000 compounds, 0.56% hits | AID 540364;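 active = activation above the average of all compounds screened plus 3 SD, cutoff fixed separately per campaign, cut at about 7.5% in these data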;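 also: 0% = DMSO wells and 100% = 10 µM SAHA wells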
# hgDAF-12 ag = hgDAF-12 agonism, primary luciferase screen | activation, % at 6.8 µM | HEK293 GAL4-hgDAF12 UAS-luciferase reporter, agonist luminescence; normalized to butyrate control | 370,000 compounds, 1.8% hits | AID 687014;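 active = activation above a cutoff set at the mean of all screened compounds plus 3 SD, cut at about 10% in these data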;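 also: 0% = DMSO wells and 100% = sodium butyrate wells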
# ssDAF-12 act = activates DAF-12 receptor from parasite S. stercoralis; HEK293 ssDAF-12/GRIP1 lit1-tk-luc reporter, luminescence; % of 3 µM dafachronic acid response; activation, % at 6.8 µM; 370,000 compounds, 1% hits;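 active = activation above the mean over all tested compounds plus 3 SD, cut at about 0.9% in these data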;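 also: 0% = DMSO-only wells and 100% = 3 µM delta7-dafachronic acid wells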
# HGIII-sPLA2 inh = Inhibits HGIII-sPLA2 liposome hydrolysis, primary screen; QFRET BODIPY PC-A2 liposome hydrolysis, fluorescence; 370,000 compounds, 0.56% hits; inhibition, % at 12.2 µM;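 active = inhibition above mean plus 3 SD of compounds lying within the high and low control bounds, cut at about 19% in these data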;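 also: 0% = median of test compound wells and 100% = no enzyme DMSO wells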
# DAX1 inh-2 = inhibitors of human orphan nuclear receptor DAX1 (NR0B1) | inhibition, % at 6.75 µM | P51843 | HEK293 Gal4-DAX1 luciferase reporter, luminescence | 340,000 compounds, 0.99% hits | AID 504766;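 active = inhibition above the mean over all tested compounds plus 3 SD, cut at about 4.2% in these data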;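 also: 0% = DAX1-transfected cells with DMSO and 100% = empty-vector control cells with DMSO; inhibition shows as a rise in luminescence from relieved DAX1 repression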
# GC-B act = GC-B (human) receptor activation. activation, % at 10 µM. AID 1920062. HEK293-GC-B cells, CNP EC30, cGMP TR-FRET; 0% at EC30 CNP, 100% saturating CNP. 370,000 compounds, 0.11% hits;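 active = activation at 10 µM reaching about 35% in either raw or pattern-adjusted values, limit read from the data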
# Target sequence (P20594 whole entry, looked up): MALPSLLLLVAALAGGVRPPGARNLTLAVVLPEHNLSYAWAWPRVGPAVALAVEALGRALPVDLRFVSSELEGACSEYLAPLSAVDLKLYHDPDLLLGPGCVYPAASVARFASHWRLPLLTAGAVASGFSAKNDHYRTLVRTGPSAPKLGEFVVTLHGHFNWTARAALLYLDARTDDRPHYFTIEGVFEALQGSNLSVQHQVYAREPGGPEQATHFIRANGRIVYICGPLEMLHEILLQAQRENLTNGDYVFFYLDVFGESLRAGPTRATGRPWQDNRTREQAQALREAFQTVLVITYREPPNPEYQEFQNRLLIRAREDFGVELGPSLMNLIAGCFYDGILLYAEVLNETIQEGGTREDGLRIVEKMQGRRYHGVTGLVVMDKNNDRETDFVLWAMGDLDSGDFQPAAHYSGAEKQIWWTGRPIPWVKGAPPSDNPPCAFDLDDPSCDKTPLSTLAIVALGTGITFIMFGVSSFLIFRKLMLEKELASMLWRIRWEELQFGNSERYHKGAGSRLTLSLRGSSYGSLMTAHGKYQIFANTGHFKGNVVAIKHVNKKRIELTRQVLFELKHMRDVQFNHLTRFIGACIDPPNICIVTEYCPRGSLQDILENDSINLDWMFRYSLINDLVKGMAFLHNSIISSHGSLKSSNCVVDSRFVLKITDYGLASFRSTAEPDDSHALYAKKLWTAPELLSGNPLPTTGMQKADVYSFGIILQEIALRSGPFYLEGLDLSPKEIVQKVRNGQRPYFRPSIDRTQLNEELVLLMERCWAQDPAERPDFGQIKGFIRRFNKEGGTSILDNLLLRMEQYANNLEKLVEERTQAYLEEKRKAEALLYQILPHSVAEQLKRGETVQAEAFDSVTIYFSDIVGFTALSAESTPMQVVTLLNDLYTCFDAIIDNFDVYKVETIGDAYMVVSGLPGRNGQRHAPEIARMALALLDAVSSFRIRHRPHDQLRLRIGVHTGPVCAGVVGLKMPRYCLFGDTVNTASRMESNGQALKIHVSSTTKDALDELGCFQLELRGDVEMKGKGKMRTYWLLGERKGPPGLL
# * hit, by the source's call; i = inactive; nt = not tested or not shown.
SMILES,SMARCA2 activ,NPR1 activator,hcDAF-12 act,DAX1 inh-1,ADAM10 inh,GAA850 FXN act,hgDAF-12 ag,ssDAF-12 act,HGIII-sPLA2 inh,DAX1 inh-2,GC-B act
CN(C)N1C(N)=C(C#N)C(c2cccs2)C2=C1CC(C)(C)CC2=O (configuration not stated),-3,17,-0.4,0.4,-2,1.5,-3.1,2.0*,1,nt,1
COc1ccccc1NC(=O)CCc1nc2sc3c(c2c(=O)[nH]1)CCCC3,5,-4,-2.2,-0.3,-8,-0.7,1.6,-1.0,-10,-0.9,0
O=C(NCc1cccs1)c1ccccc1[N+](=O)[O-],3,-1,-2.2,0.0,7,-0.2,2.0,-0.9,-1,0.4,2
O=C(CSc1ncccn1)NC(=O)NCc1ccco1,-1,3,-0.7,-0.8,-8,1.1,0.0,-0.5,5,-0.9,-1
NS(=O)(=O)c1ccc(NC(=O)COC(=O)CCc2nc3ccccc3c(=O)[nH]2)cc1,1,-2,2.0,-1.3,-16,0.9,-2.8,-0.8,5,2.1,-3
CCOC(=O)c1c(C)n(C)c2c(C)cc(O)c(OC(=O)CC)c12,-2,6,-1.3,-0.7,-7,-1.3,-1.4,-1.3,12,-0.1,-6
CC(=O)Nc1ccc2c(CN3C(=O)NC(C)(c4ccc(C)cc4)C3=O)cc(=O)oc2c1 (configuration not stated),1,-3,-1.6,-0.5,i,-1.2,0.4,-1.0,-7,-1.0,0
O=C(CSc1ccccc1)NC1CCCCCCC1,2,-1,1.2,1.5,-6,4.9,3.7,-0.5,1,0.1,0
CC1=C(C(=O)OCc2ccccc2)C(c2ccc([N+](=O)[O-])cc2)NC(=O)N1C (configuration not stated),-2,-7,-0.7,0.1,5,0.8,-2.1,-1.7,-6,0.4,-3
COC(=O)C[C@H]1CC[C@@H]2[C@H](COC[C@H](O)CN2S(=O)(=O)c2ccccc2OC)O1,-4,-3,1.3,0.3,-14,nt,-4.2,-0.7,8,nt,5
CC(C)CNC(=O)c1cccc(NC(=O)c2ccc3c(c2)C(=O)N(C)C3=O)c1,-1,-4,-3.0,-0.2,7,-0.5,0.4,-1.2,1,2.5,-5
Cn1c2ccccc2c2cc(/C=C(\NC(=O)c3ccccc3)C(=O)NCC(=O)O)ccc21,0,1,1.6,0.4,-9,2.5,6.8,-0.4,-15,2.7,0
Cc1cccc(C)c1NC(=O)C(c1ccccc1)N1CCN(c2ccc(C(F)(F)F)cn2)CC1 (configuration not stated),-6,-1,-1.1,0.3,1,nt,-1.3,-1.5,-6,nt,2
O=C(CSc1nnc(-c2ccc(F)cc2)c2ccccc12)Nc1cccc(Cl)c1,-5,-5,0.5,-0.1,-3,0.8,-2.7,-1.6,5,-2.2,2
CC1Cc2ccccc2N1CC(=O)NC(=O)NCc1ccccc1 (configuration not stated),-1,3,-1.1,0.6,-3,1.6,-1.5,-1.5,1,-0.4,3
COc1ccc(S(=O)(=O)N2CCCc3nc(-c4ccccc4)ccc32)cc1,-3,-2,1.6,0.3,1,nt,-0.3,-0.5,-6,nt,1
CSc1ncccc1C(=O)N1CCCC(C(=O)c2cc(F)ccc2F)C1 (configuration not stated),-1,4,0.1,-0.4,0,2.6,-1.0,-2.0,-3,0.8,4
c1ccc(-c2ccc(OCCCNC3CCCC3)cc2)cc1,-3,-4,0.1,-0.1,-8,0.7,-0.7,-0.6,-1,nt,-7
Cc1c(N(C(=O)c2cc(=O)[nH]c3ccccc23)C(C)C)c(=O)n(-c2ccccc2)n1C,0,-2,3.8,-0.3,1,1.1,2.1,-1.6,-4,-0.5,4
Cc1ccc(NC(=O)Nc2ccc(F)c(Cl)c2)cc1,-3,1,0.8,0.7,3,1.1,6.7,-1.0,-10,0.3,-2
Cc1cc(C)c(NC(=O)COc2ccccc2C(=O)Nc2ccc3c(c2)oc2ccccc23)c(C)c1,-7,-3,-0.1,0.1,1,2.4,-1.5,-0.7,-4,0.1,-11
CCOC1=C2[C@H](c3ccccc3)N(S(=O)(=O)c3ccc(C)cc3)C(C(C)(C)C)[C@H]2n2c(=O)n(-c3ccccc3)c(=O)n2C1 (some centres not stated),-3,1,-0.8,3.5,-1,nt,-1.5,-1.7,0,nt,-3
CC1(C)CC(NC(=O)c2ccc(Cl)cc2)CC(C)(C)N1,3,-1,-1.9,-0.1,-3,3.1,0.3,-0.4,3,3.4,0
COc1ccc(C(Nc2ccccn2)c2c(NC(=O)c3ccco3)sc(C)c2C)cc1OC (configuration not stated),-1,-17,-1.3,0.5,-5,3.3,2.3,-0.8,-9,1.0,-6
CCc1nc2nc(C)c(NS(=O)(=O)c3ccc(Cl)cc3)c(=O)n2[nH]1,-5,-1,0.2,0.3,-5,1.4,0.0,-0.9,2,-0.8,2
CC(C)Cc1ccc(CN2C(C(C)C)C(=O)N(Cc3cn(CCC4OCCO4)nn3)CCS2(=O)=O)cc1 (configuration not stated),0,7,0.7,-1.7,-2,nt,2.9,-0.6,-22,nt,1
Cc1c(NC(=O)c2cccc(NC(=O)Cc3ccc(Cl)cc3)c2)c(=O)n(-c2ccccc2)n1C,-1,1,-2.0,-1.2,-4,1.1,2.1,-1.0,2,-0.5,0
COC(=O)c1ccccc1NC(=S)NC(=O)c1ccccc1F,-2,0,-0.6,-0.1,-5,3.4,-0.6,-1.0,9,-0.5,-2
O=C1c2[nH]nc(-c3ccccc3)c2C(c2ccccc2)N1c1ccccc1 (configuration not stated),7,-18,-0.4,-0.6,9,nt,0.3,-0.8,-9,nt,-22
COc1ccccc1CN(C)C(=O)C1COc2ccccc2O1 (configuration not stated),-1,-1,-1.1,-0.2,-4,3.8,-0.2,-1.8,-3,-2.2,1

# Entries shown so far that contain a nitro group on carbon:
SMILES,SMARCA2 activ,NPR1 activator,hcDAF-12 act,DAX1 inh-1,ADAM10 inh,GAA850 FXN act,hgDAF-12 ag,ssDAF-12 act,HGIII-sPLA2 inh,DAX1 inh-2,GC-B act
O=C(NCc1cccs1)c1ccccc1[N+](=O)[O-],3,-1,-2.2,0.0,7,-0.2,2.0,-0.9,-1,0.4,2
CC1=C(C(=O)OCc2ccccc2)C(c2ccc([N+](=O)[O-])cc2)NC(=O)N1C (configuration not stated),-2,-7,-0.7,0.1,5,0.8,-2.1,-1.7,-6,0.4,-3

# (more compounds)
SMILES,SMARCA2 activ,NPR1 activator,hcDAF-12 act,DAX1 inh-1,ADAM10 inh,GAA850 FXN act,hgDAF-12 ag,ssDAF-12 act,HGIII-sPLA2 inh,DAX1 inh-2,GC-B act
COc1ccc(S(=O)(=O)N2CCC(C(=O)NCCN3CCOCC3)CC2)cc1,-4,0,1.0,0.4,8,1.1,1.1,-0.5,8,-0.1,3
COc1ccc(-n2c(N)c(C(=O)NCc3ccco3)sc2=S)cc1,1,0,-2.1,-1.0,15,-0.2,-1.0,-1.1,7,-0.3,-9
Cc1cc(-c2ccccc2)c2c(=O)[nH][nH]c2n1,1,0,-1.2,0.1,0,0.3,1.6,-0.5,-5,1.2,-1
CN(C)S(=O)(=O)c1ccc(Cl)c(NC(=O)COC(=O)c2ccc(O)cc2)c1,2,-2,-1.1,-1.0,14,0.5,0.4,-1.8,-5,-0.9,-2
COc1ccc(OC)c(NC(=O)C2CCCCC2)c1,1,-2,1.0,-0.2,-8,2.7,-2.4,-1.2,16,2.9,0
COCC1CCN(Cc2cn(C)nc2-c2cccc(Cl)c2)C1 (configuration not stated),-1,3,0.5,0.1,4,3.3,-2.7,-1.0,0,-1.2,-1
Cc1cc(C(=O)Nc2cnc3ccccc3c2)ccc1[N+](=O)[O-],9.3*,-2,3.3,2.1,4,5.5,15*,-1.3,3,3.4,2
CCOC(=O)c1cc(C(=O)NCc2ccc(Cl)cc2Cl)nn1C,-3,0,-1.5,-0.5,5,0.5,2.0,-1.8,-1,1.7,1
CCN(CC)S(=O)(=O)c1ccc(N2CCOCC2)c(NC(=O)COc2ccccc2C#N)c1,-3,5,-1.2,0.2,6,-0.9,-2.6,-1.0,-5,-1.7,9
Cc1ccc(OCCNC(=O)c2ccc(NC(=O)CC3SC(N4CCCC4)=NC3=O)cc2)cc1 (configuration not stated),-3,4,-2.3,-2.4,-14,-1.9,-4.2,-1.1,-3,-1.4,-3
CSC1=NCCN1C(=O)c1ccc(S(=O)(=O)N2CCCC2)cc1,0,-3,-1.5,0.9,-13,2.1,1.0,-1.2,0,-0.4,-4
CCOc1ccc(NC(=O)CN(C)C(=O)c2c(-c3ccccc3Cl)noc2C)cc1OCC,0,-2,-1.1,-0.5,-1,0.6,1.9,-1.4,-3,-1.1,3
c1ccc(Cn2nnnc2C(c2cccnc2)N2CCN(C3CCCCC3)CC2)cc1 (configuration not stated),-1,5,-1.2,-0.6,3,-4.6,-4.2,-1.7,3,-1.2,6
CCCCN(C(=O)CSc1nncn1-c1ccccc1OC)c1c(N)n(Cc2ccccc2)c(=O)[nH]c1=O,-4,4,-0.3,-0.6,-8,-1.6,-1.8,-2.1,3,-1.0,8
Oc1cccc(C(=S)N2CCN(Cc3ccccc3)CC2)c1,-1,9,-0.8,0.3,1,-0.7,-0.9,-0.1,-10,-0.1,1
O=c1cc(CNc2cc(C(F)(F)F)cc(C(F)(F)F)c2)nc2sccn12,-3,-6,-2.5,0.8,-15,2.9,-0.5,-1.6,-8,-0.7,14
CCOC(=O)C1=C(C)NC(C)=C(C(=O)OCC)C1c1cccc([N+](=O)[O-])c1,-2,-17,-1.4,-0.1,8,0.1,0.7,-1.6,-1,0.3,-8
CC1=C(SCCC#N)S/C(=C2\SC(C)=C(SCCC#N)S2)S1,-3,-2,-1.7,-0.7,-4,-3.3,-0.6,-1.7,-3,0.1,11
CCc1nc(N[C@H](C(=O)O)C(C)C)c2oc3ccccc3c2n1,0,-3,-1.1,-0.4,-9,1.0,-3.0,-0.9,4,1.0,2
CC(=O)N1CCc2cc(S(=O)(=O)NC3CCN(C(=O)CCl)CC3)ccc21,5,1,-0.6,-3.4,7,nt,-6.0,-0.9,-1,nt,5
COCCNC(=O)c1ccc(N2CC3CC(C2)c2cccc(=O)n2C3)c(NC(=O)c2ccc(F)cc2)c1 (configuration not stated),-2,-1,0.7,0.7,4,1.8,-2.2,-0.7,0,0.9,-1
O=C(Nc1ccccc1)N(Cc1ccccc1)Cc1ccccc1,-5,-11,-1.7,-0.4,6,-3.9,1.8,-1.8,-4,0.1,-11

# Part of the list above with just DAX1 inh-1 and ssDAF-12 act:
smiles,DAX1 inh-1,ssDAF-12 act
NS(=O)(=O)c1ccc(NC(=O)COC(=O)CCc2nc3ccccc3c(=O)[nH]2)cc1,-1.3,-0.8
CCCCN(C(=O)CSc1nncn1-c1ccccc1OC)c1c(N)n(Cc2ccccc2)c(=O)[nH]c1=O,-0.6,-2.1
CCc1nc2nc(C)c(NS(=O)(=O)c3ccc(Cl)cc3)c(=O)n2[nH]1,0.3,-0.9
